Source: PubChem BioAssay (National Center for Advancing Translational Sciences (NCATS))
APEX1 inh: inhibitors of human APE1 endonuclease; AID 2517; recombinant APE1, TAMRA/BHQ-2 abasic DNA cleavage fluorescence; Potency, µM (titrated, usually from 65.8 µM), for the others: top-dose activity change, negative = inhibition, actives largely listed as inhibitors; actives 0.35% (n = 350,000); P27695;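 also: potency is read from the fitted curve at half-maximal effect; plate controls were vehicle for no effect and reference inhibitor for full effect; nearly all actives have a fitted effect of over 55% in size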
Target sequence (P27695 whole entry, looked up): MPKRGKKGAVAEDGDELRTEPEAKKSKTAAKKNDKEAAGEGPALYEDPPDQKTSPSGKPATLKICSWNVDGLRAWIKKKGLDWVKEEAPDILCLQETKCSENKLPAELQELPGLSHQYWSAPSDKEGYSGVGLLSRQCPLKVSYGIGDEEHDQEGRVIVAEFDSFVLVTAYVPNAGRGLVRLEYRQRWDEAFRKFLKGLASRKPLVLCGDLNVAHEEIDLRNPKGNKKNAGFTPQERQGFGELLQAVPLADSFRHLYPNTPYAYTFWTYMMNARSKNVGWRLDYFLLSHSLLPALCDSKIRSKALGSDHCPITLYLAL
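Substrate: short duplex with […] THF abasic site, 5'-TAMRA and 3'-BHQ-2, 50 nM final. APE1 at 0.75 nM, preincubated 15 min RT with compound. Fluorescence increase from first to third read measured activity.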
Pol kappa inh: blocks human DNA polymerase kappa activity; Q9UBT6; AID 588579; actives 0.53% (n = 400,000); purified Pol kappa, fluorescent DNA synthesis assay, 10 min; Potency, µM (top dose mostly 107 µM), for the others: top-dose activity, negative = inhibition, actives largely listed as inhibitors; also: potency is read from the fitted curve at half-maximal effect; % is scaled to controls: 0 for no effect and ±100 for the full control effect
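Fluorescent qHTS in 1536-well format: enzyme (10 nM) and compound sat 15 min at room temperature before 50 nM substrate (final) was added. Signal taken at 0 and 10 min; no-enzyme buffer wells were negative controls.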
Anesthetic bind: binds horse apoferritin like a general anesthetic; P02791; apoferritin/1-aminoanthracene competitive binding, fluorescence; Potency, µM (series often up to 77.5 µM), inactives show top-dose activity change, negative = displacement, usual class: inhibitors; actives 0.074% (n = 350,000); also: potency is read from the fitted curve at half-maximal effect; % is scaled to controls: 0 for no effect and ±100 for the full control effect; nearly all actives have a fitted effect of over 20% in size
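In PBS, apoferritin at 10 uM is loaded with 1-AMA from a 50% saturated solution. After 10 min of compound exposure at ambient temperature, reduced 535 nm fluorescence indicates probe displacement.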
Pol eta inh: inhibitors of human DNA polymerase eta. Potency, µM (series often up to 114 µM), inactives show at the top dose activity change, negative = inhibition, actives largely listed as inhibitors. Q9Y253. AID 588591. actives 1.2% (n = 390,000). recombinant Pol eta, fluorescent DNA replication assay; also: potency is read from the fitted curve at half-maximal effect; % is scaled to controls: 0 for no effect and ±100 for the full control effect
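Pol eta at 10 nM preincubated with compounds 15 min at room temperature; reaction started with fluorescent substrate (50 nM final) and read kinetically at 0 and 10 min.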
POLB inh: blocks human DNA polymerase beta activity. P06746. Pol beta primer extension/strand displacement, fluorescence kinetic. Potency, µM (top dose mostly 114 µM), for inactives: at the top dose activity change, negative = inhibition, actives largely listed as inhibitors. actives 1.3% (n = 340,000). AID 485314; also: potency is read from the fitted curve at half-maximal effect; % is scaled to controls: 0 for no effect and ±100 for the full control effect
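Pol beta (10 nM) and compounds were preincubated 15 min at room temperature, then 50 nM substrate (final) started primer extension/strand displacement. Reads were taken at 0 and 10 min; concentration-response data were fitted to a four-parameter Hill equation.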
ERG Ets-DNA blk: ERG Ets/DNA interaction inhibition; P11308; fluorescence polarization, His-ERG Ets domain / labelled DNA; Potency, µM (titrated, usually from 76.9 µM), inactives show at the top dose FP activity, negative = inhibition, most hits filed as inhibitors; actives 0.028% (n = 370,000); AID 624246; active = well fitted inhibition curve with a large enough effect in the polarisation, with a control signal flat; inconclusive = small, poorly fitted or top-dose-only effect, or effect the other way, or a change in a side signal; inactive = no such curve, though single readings can be large or run the other way; the % refers to the polarisation;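 also: polarization taken with two DNA probes labelled with fluorescein and Texas red; potency is read from the fitted curve at half-maximal effect; % of control where 0% means no effect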
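His-tagged ERG Ets domain (1 uM in the protein solution; 300mM KCl, 50mM Tris-HCl, 1mM EDTA, 1mM DTT, pH 7.5) received compound, then a probe mix of 5 nM fluorescein-DNA and 100nM Texas-615-DNA. Fluorescence polarization was read for both dyes.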
LDHA block: inhibitors of human lactate dehydrogenase A; P00338; purified LDHA, NADH/diaphorase-resazurin fluorescence; stronger effect = lower value; activity change, % (values are at about 110 or 230 µM); actives 0.15% (n = 480,000); AID 1347041; in the data active = activity change below about -30%; inconclusive = mostly about -25% to -30%;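 also: plate controls were DMSO wells for no effect and wells without enzyme for full effect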
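Human LDH5 (2 nM) was incubated with 0.06 mM NADH and 0.2 mM pyruvate for 5 min at room temperature in Tris pH 7.4. Remaining NADH was coupled through diaphorase/resazurin, and resorufin fluorescence was read at 0 and 20 min.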
ALOX12 inh: ALOX12 (human) lipoxygenase inhibition; AID 1671190; actives 1.1% (n = 580,000); purified 12hLO, xylenol orange hydroperoxide absorbance; P18054; Potency, µM (highest dose often 108 µM), inactives show top-dose activity change, negative = inhibition, most hits filed as inhibitors; also: potency is read from the fitted curve at half-maximal effect; % is scaled to controls: 0 for no effect and ±100 for the full control effect
Target sequence (P18054 whole entry, looked up): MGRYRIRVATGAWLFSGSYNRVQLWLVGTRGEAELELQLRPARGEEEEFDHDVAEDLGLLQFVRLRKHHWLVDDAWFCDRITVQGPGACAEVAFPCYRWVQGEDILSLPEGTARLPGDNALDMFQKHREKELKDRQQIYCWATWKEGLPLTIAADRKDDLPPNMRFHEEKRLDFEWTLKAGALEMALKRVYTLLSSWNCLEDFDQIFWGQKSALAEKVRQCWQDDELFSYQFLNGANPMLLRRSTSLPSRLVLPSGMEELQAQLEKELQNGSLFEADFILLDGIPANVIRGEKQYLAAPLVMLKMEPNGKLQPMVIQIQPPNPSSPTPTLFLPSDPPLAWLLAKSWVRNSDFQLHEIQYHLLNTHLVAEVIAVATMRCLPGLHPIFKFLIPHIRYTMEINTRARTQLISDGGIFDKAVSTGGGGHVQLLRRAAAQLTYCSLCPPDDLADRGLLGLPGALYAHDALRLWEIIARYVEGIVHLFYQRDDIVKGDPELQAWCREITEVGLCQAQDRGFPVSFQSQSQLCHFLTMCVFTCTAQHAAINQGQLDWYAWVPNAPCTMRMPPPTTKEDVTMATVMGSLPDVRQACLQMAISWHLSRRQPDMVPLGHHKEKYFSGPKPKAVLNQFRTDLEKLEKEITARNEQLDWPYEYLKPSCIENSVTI
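Purified human 12hLO at 150 nM in 25 mM Hepes, 0.01% Triton X-100, pH 7.0, preincubated 15 min at room temperature with compound. Reaction started with 40 uM arachidonic acid, 30 min at room temperature. Hydroperoxide measured by Fe-xylenol orange, 573/405 nm absorbance ratio.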
RGS4 inhibitor: inhibitors of human regulator of G protein signaling 4 | P49798 | Transcreener GDP fluorescence polarization, RGS4-accelerated GTP hydrolysis | Potency, µM (titrated, usually from 114 µM), for inactives: top-dose activity change, negative = inhibition, usual class: inhibitors | actives 0.039% (n = 390,000); also: potency is read from the fitted curve at half-maximal effect; % is scaled to controls: 0 for no effect and ±100 for the full control effect; nearly all actives have a fitted effect of over 75% in size; some results filed as inactive show a strong effect at the top dose
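MLSMR compounds (23 nl, pin-transferred) preincubated 10 min at room temperature with a 500nM (2x) first reagent, then RGS4 at 900nM (2x) plus Transcreener GDP mix added; fluorescence polarization (620/688 nm) read before and after 90 min at 30 °C.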
* marks the source's active call; other numbers are inactive results; ? = inconclusive; · = not tested or not shown; & = joins results of further samples; [ ] = another dose, or the depositor's remark. Unless noted, calls follow the shape of the dose curve; as a rule, active = well fitted curve in the direction sought with a large enough effect; inconclusive = small, poorly fitted or top-dose-only effect, or another doubt; inactive = no such curve, though single readings can be large; an effect the other way counts as inactive or inconclusive. The list is partial; the hit share may differ from the screen's.

LDHA block | ALOX12 inh | Anesthetic bind | RGS4 inhibitor | ERG Ets-DNA blk | POLB inh | Pol kappa inh | APEX1 inh | Pol eta inh | Molecule
-8 | -4% | · | -7% | -7% | · | 4% | 24% | -16% | CC(=O)OCC(=O)C1CCC2C3CC=C4CC(O)CCC4(C)C3CCC12C (centres undefined)
-2 | 8% | -2% | -25% | 1% | 2% | -1% | -3% | -14% | Fc1ccccc1CSc1nnc(Cn2cnc3ccccc32)n1-c1ccccc1
-9 | ? | -8% | -98% | -4% | 31% | -1% | 9% | -11% | O=S(=O)(Nc1ccc(Cl)cc1)c1ccc(N2CCOCC2)c(NC(=S)NCCN2CCOCC2)c1
2 | 294%[activator] | -10% | 7% | -11% | 0% | 0% | -2% | -13% | CC1(C)CC(=O)C/C(=N\NC(=O)C2CC23CCC3)C1 (centres undefined)
-8 | 1% | -4% | -2% | -6% | -1% | -6% | -9% | -16% | O=C(Nc1cccc(S(=O)(=O)N2CCCC2)c1)c1cccnc1
-4 | 27% | -4% | -31% | 16% | 4% | 3% | 8% | 0% | O=C(c1ccco1)N1CCN(C(=O)c2ccc(Cn3cc(Br)cn3)o2)CC1
-1 | -10% | 6% | 3%[11.4 µM] | 2% | 37% | -8%[60.1 µM] | -2% | 1% | N=c1c2c(n(Cc3ccc(Br)cc3)c3c1CCC3)CCCC2
-12&6 | ? | 1% | 2% | -3% | 0% | 7% | 5% | -23% | Cc1ccc2c(CN3CCC(C(N)=O)CC3)cc(=O)oc2c1C
-6 | 14% | -5% | -4% | -1% | 6% | 6% | 8% | -13% | Cc1cc(C)nc(NC(=S)Nc2ccc(F)cc2F)c1
6 | ? | -19% | -46% | 5% | -23% | 6% | 1% | -12% | O=C(NCc1ccc2c(c1)OCO2)C12CN(Cc3ccccc3)CC1C(c1cccc([N+](=O)[O-])c1)=NO2 (centres undefined)
-1 | ? | -18% | 24% | -7% | -14% | -9% | 11% | -11% | O=C(Nc1ccc(Cl)cc1)C1CC=CCC1C(=O)OCC(F)(F)C(F)F (centres undefined)
-7 | -7% | · | -28% | -14% | · | 3% | 43% | -13% | CCCCN(C(=O)C1CSC2(C)CCC(=O)N12)c1c(N)n(Cc2ccccc2)c(=O)[nH]c1=O (centres undefined)
-4 | -5% | -5% | 2% | 1% | -7% | -7% | -1% | -24% | C=C1CCN([C@H](C(=O)OCc2ccc(C)cc2)C(C)C)S(=O)(=O)c2ccccc21
-12 | -18% | -7% | -2%[56.9 µM] | 14% | 0% | -8% | 1% | -23% | COc1ccc(CN(Cc2ccc(C(=O)O)cc2)C(=S)Nc2ccccc2C)cc1OC
2 | 11% | -7% | -10% | 1% | -3% | 3% | ? | -13% | COc1cc(/C=N/n2cnnc2)ccc1Oc1nc(Cl)ncc1F
-4 | 2% | 3% | 19% | -5% | 4% | 0% | ? | -3% | NCCCCCc1nnc(SCC(N)=O)o1
-6 | 0% | -17% | -18% | 0% | ? | -8%[60.1 µM] | · | -10% | Cc1ccccc1-c1nn2c(=O)cc(CN3CCN(C(=O)c4ccc(C(C)(C)C)cc4)CC3)nc2s1
-1 | -2% | -13% | -17% | -6% | 15% | -9% | 4% | -19% | Cn1c(SCC(=O)N2CCCc3ccccc32)nc2ccccc2c1=O
5 | -2% | -9% | 4% | -8% | 54% | 0% | 10% | ? | CCCn1c(/N=C/c2ccccc2O)nc2ccccc21
-5 | 0% | 1% | ? | -2% | 43% | -11% | 3% | -5% | O=C(CN1C(=O)c2ccccc2S1(=O)=O)c1ccccc1
-1 | -29% | -5% | 4% | -18% | 6% | 5% | 11% | 2% | CC1CCN(c2c(NCc3ccc(C(=O)N4CCN(C5CCCCC5)CC4)cc3)c(=O)c2=O)CC1
2 | 1% | 7% | 3% | 5% | 54% | 7% | 17% | -8% | Cc1ccc(NC(=O)CCCCCN2C(=O)c3ccccc3C2=O)nc1
0 | -19% | -7% | -19% | 1% | -1% | 3% | 1% | -4% | CN(C)S(=O)(=O)c1cccc(NC(=S)N/N=C/C2CC=CCC2)c1 (centres undefined)
7 | 6% | -11% | -9% | 12% | -1% | -7% | 4% | -10% | O=c1[nH]c(CN2CCN(S(=O)(=O)c3ccccc3C(F)(F)F)CC2)nc2sc3c(c12)CCCC3
-1 | -14% | 5% | -20%[56.9 µM] | -7% | -5% | 7% | -5% | -6% | COc1ccc(S(=O)(=O)N2CCN(c3ccccn3)CC2)cc1[N+](=O)[O-]
-4 | -12% | -8% | -10% | -2% | 21% | 2% | -9% | -4% | CCc1nnc(NC(=O)c2cc(C)nc3ccccc23)s1
-6&1 | 2% | · | -12% | 16% | 13%[57.1 µM] | -8%&-12% | 1% | 0%[57.1 µM] | N=C(N)SCCc1cccc(CCSC(=N)N)c1
-3 | 0% | -7% | -3% | 0% | 0% | -14%[60.1 µM] | · | 5% | CCC(C)NC(=O)c1ccc2nc(Cc3ccccc3)oc2c1 (centres undefined)
-6 | -17% | -6% | -3% | · | 38% | -5%[60.1 µM] | 11% | 5% | COC(=O)c1cc2sc(Cl)cc2n1CC(=O)Nc1cccc(SC)c1
2 | 14% | -2% | -24% | -12% | 30% | -5% | -18% | -10% | Cc1ccc(C)c(C(=O)c2ccccc2NC(=O)c2ccccn2)c1
-12 | 0% | -3% | 10% | -5% | 2% | -8% | 7% | -6% | O=C1SCCC1NC(=O)C(c1ccccc1)c1ccccc1 (centres undefined)
-2 | -10% | 5% | -7% | 11% | 0% | 14% | · | 3% | Cc1ccccc1NC(=O)CCS(=O)(=O)c1cc(Br)cc2c1N(C(=O)C1CC1)CC2
4 | ? | · | -24% | -10% | · | -3% | -4% | -4% | CCCCn1c(N)c(N(CCOC)C(=O)c2ccc(-c3ccc(C(C)=O)cc3)o2)c(=O)[nH]c1=O
1 | ? | -4% | -14% | 4% | -4% | 0% | 1% | -10% | Cc1ccc2nc(-c3ccccn3)cc(C(=O)Nc3ccc4c(c3)OCO4)c2c1
-3 | ? | · | 16% | -6% | · | -9% | 7% | -8% | C=CC[C@H](CC(=O)NCCO)C(=O)N[C@H](COC(=O)[C@H](CC=C)CC(=O)OC(C)(C)C)Cc1c[nH]c2ccccc12
-9 | 111%[activator] | -10% | -13% | -1% | 3% | -12% | -30% | -11% | COCCn1c(SCC(=O)Nc2ccc(NC(C)=O)cc2)nc2c([nH]c3ccccc32)c1=O
-15 | -21% | 10% | 20% | -6% | 24% | -41% | · | -15% | CCCn1c(=N)c(C(=O)NC2CCCCC2)cc2c(=O)n3cc(C)ccc3nc21
-11 | ? | ? | 0% | 0% | -20% | -3% | · | 0% | CCOc1cc(C2C(C(=O)OC)=C(C)NC3=C2C(=O)c2ccccc23)ccc1O (centres undefined)
-11 | 1% | -6% | -13% | -3% | -10% | -4%[60.1 µM] | · | -15% | CCCNC(=O)COCc1cc(-c2ccc(F)cc2)on1
-14 | 8% | -3% | 11% | · | 0% | -9% | 1% | -2% | O=C(Nc1ccc(-c2nc3ccccc3[nH]2)cc1)C1CCCO1 (centres undefined)
-6 | ? | -22% | 9% | 0% | 1% | -7% | -1% | 0% | O=C(O)c1ccccc1C(=O)NNc1ccc(F)cc1F
0 | -5% | -14% | -28% | 1% | -19% | 2% | -2% | -15% | CCc1ccc(C(=O)COC(=O)c2cncc(Br)c2)cc1
-6 | -2% | · | 8% | -6% | · | -12% | 27% | -20% | CC(C)CN(C(=O)COC(=O)CCc1c[nH]c2ccccc12)c1c(N)n(Cc2ccccc2)c(=O)[nH]c1=O
-5 | 67%[activator] | -9% | -20% | 10% | 23% | -10% | 0% | -18% | Cc1ccc(S(=O)(=O)NCCC(=O)Nc2nnc(C)s2)cc1

Four entries from above, with bars between the fields.
compound | LDHA block | ALOX12 inh | Anesthetic bind | RGS4 inhibitor | ERG Ets-DNA blk | POLB inh | Pol kappa inh | APEX1 inh | Pol eta inh
CCCCn1c(N)c(N(CCOC)C(=O)c2ccc(-c3ccc(C(C)=O)cc3)o2)c(=O)[nH]c1=O | 4 | ? | · | -24% | -10% | · | -3% | -4% | -4%
Cc1ccc(C)c(C(=O)c2ccccc2NC(=O)c2ccccn2)c1 | 2 | 14% | -2% | -24% | -12% | 30% | -5% | -18% | -10%
CCc1nnc(NC(=O)c2cc(C)nc3ccccc23)s1 | -4 | -12% | -8% | -10% | -2% | 21% | 2% | -9% | -4%
CCc1ccc(C(=O)COC(=O)c2cncc(Br)c2)cc1 | 0 | -5% | -14% | -28% | 1% | -19% | 2% | -2% | -15%

Grouped by structure, the compounds so far with bromine (four)
LDHA block | ALOX12 inh | Anesthetic bind | RGS4 inhibitor | ERG Ets-DNA blk | POLB inh | Pol kappa inh | APEX1 inh | Pol eta inh | Molecule
-4 | 27% | -4% | -31% | 16% | 4% | 3% | 8% | 0% | O=C(c1ccco1)N1CCN(C(=O)c2ccc(Cn3cc(Br)cn3)o2)CC1
-1 | -10% | 6% | 3%[11.4 µM] | 2% | 37% | -8%[60.1 µM] | -2% | 1% | N=c1c2c(n(Cc3ccc(Br)cc3)c3c1CCC3)CCCC2
-2 | -10% | 5% | -7% | 11% | 0% | 14% | · | 3% | Cc1ccccc1NC(=O)CCS(=O)(=O)c1cc(Br)cc2c1N(C(=O)C1CC1)CC2
0 | -5% | -14% | -28% | 1% | -19% | 2% | -2% | -15% | CCc1ccc(C(=O)COC(=O)c2cncc(Br)c2)cc1
